Screening results: PubChem BioAssay, NCI
Growth percent in the NCI-60 one-dose screen (48 h, 10 µM unless noted): 100 = growth as untreated, 0 = no growth, -100 = all killed.
U251 = U251 CNS tumor cells | 80,000 tested, 5.4% active | AID 1794753
CAKI-1 = CAKI-1 renal cancer. 75,000 tested, 4.7% active
A498 = A498 renal cancer cells. AID 1794774. 76,000 tested, 5.4% active
786-0 = 786-0 renal cancer cells; AID 1794775; 81,000 tested, 5.1% active
RXF 393 = RXF 393 renal cancer cells; 77,000 tested, 6.9% active
UO-31 = UO-31 renal cancer; 81,000 tested, 5.2% active
ACHN = ACHN renal cancer; 81,000 tested, 4.9% active
SN12C = SN12C renal cancer cells; 81,000 tested, 3.8% active; AID 1794767
TK-10 = TK-10 renal cancer cells. AID 1794769. 81,000 tested, 3.9% active
Numbers without * were called inactive; . = no result given; & = joins results of further samples. The calls were made as follows: active = growth percent below 10; inactive = the rest.

Structure	SN12C	ACHN	CAKI-1	786-0	RXF 393	U251	A498	UO-31	TK-10
CCOC(=O)c1sc2nc(-c3cnccn3)cc(-c3cccs3)c2c1N	85	35	79	86	105	65	96	91	88
O=[N+]([O-])c1cccc2nsnc12	104	105	114	114	118	104	102	.	.
N#Cc1ncc(-c2ccc(C(F)(F)F)cc2F)c(NC2CCCCCC2)n1	93	90	82	96	77	90	95	71	109
CCCC(O)C(C)(C(=O)O)c1ccccc1 (stereo not drawn)	98	96	90	105	106	103	103	86	95
CN1CCC=C(C(=O)O)C1	108	96	94	97	108	102	113	89	75
CN1C(=O)CNC(=O)[C@H](CO)NC(=O)[C@H](Cc2ccccc2)NC(=O)[C@H](CCCN=C(N)N)NC(=O)[C@@H]1Cc1ccc(O)cc1	102	94	89	99	116	107	103	72	104
CN1CCN(c2ccc3nc(-c4[nH]ncc4Nc4ncnc5c4OCCCN5)[nH]c3c2)CC1	-59*	-98*	-86*	-59*	-89*	-56*	-96*	-77*	-63*
Cc1nc(Nc2ccc(OCCCBr)cc2)c2cnn(-c3ccccc3)c2n1	92	103	94	92	104	81	.	88	113
FC(F)(F)c1cc2c(Cl)ncnc2n1CCN1CCOCC1	76	-45*	75	99	100	78	116	-93*	102
Cc1ccc(Br)c([N+](=O)[O-])c1	103	109	110	103	120	102	120	91	114
COc1ccc(/C=C2/SC(N3CCN(c4ccc([N+](=O)[O-])cc4)CC3)=NC2=O)cc1	95	98	47	.	94	92	92	74	90
O=c1c2c(cc3c(O)[nH]c(=S)n13)-c1cc(F)ccc1N=2	93	99	90	108	117	99	113	72	118
CCOC(=O)c1c(C)nc2c(c1N)/C(=C/c1ccccc1[N+](=O)[O-])C(=O)N2Cc1cccc(OC)c1	91	93	93	96	107	92	62	82	102
COc1ccc(/C=C2/CN(C(=O)c3ccc([N+](=O)[O-])cc3)C/C(=C\c3ccc(OC)cc3)C2=O)cc1	104	102	93	101	98	102	.	72	103
O=C1/C(=C/c2cccc(OCCCc3ccccc3)c2)Oc2cc(O)ccc21	90	100	96	96	90	93	92	85	106
Cc1nc2sccn2c1-c1cn2ccsc2n1	94	99	53	96	78	91	83	90	103
O=C1OC(CN2CCOCC2)CN1/N=C/c1ccc([N+](=O)[O-])o1 (stereo not drawn)	101&97	90	110	105&101	109&95	106&82	84&112	93&93	109&123
Fc1cc(-c2cnc3nonc3n2)c(Cl)cc1Cl	92	18	85	79	93	109	96	-28*	72
CCC(=O)c1ccc2c(c1)N(CCCN1CCN(CCO)CC1)c1ccccc1S2	87	90	71	81	59	78	.	26	88
O=c1/c(=C/NC2CC2)sc2ncnn12	95	106	98	99	104	98	.	98	93
Cc1nc2ccccc2n1CC1C(=O)NC(=S)NC1=O	103	99	97	102	112	101	96	92	101
FC(F)(F)COc1ccc(-c2nnc(Nc3ccccc3)s2)cc1	87	84	50	112	110	98	101	79	136
CCOC(=O)C(C#N)=C(C)C	100&103&107	103&115&99	104&98&92	105&101&103	110&115&112	102&95&106	87&87	91&94&84	103&91&103
C/C(=N\O)C1(O)CCCCC1	101	98	99	99	.	95	99	97	.
CCOC(=O)c1c2c(c(C)n1C)-c1nn(Cc3ccc(OC)cc3)cc1CC2	92	92	85	75	113	96	99	91	206
COC12C=C/C(=C(/C(=O)OCc3nc4ccccc4s3)C(=O)CCCCCCCCC3(OC)C=C/C(=C(/C(=O)OCc4nc5ccccc5s4)C(=O)CCCCCCCC1)O3)O2	70	74	92	100	91	39	99	71	92
O=S(=O)(NCCCNc1nccc(-c2c(-c3cccc(F)c3)nc3occn23)n1)c1ccc(C(F)(F)F)cc1	86	96	72	76	82	88	91	63	95
CC1(/C=N/NC(N)=O)NC(=O)NC1=O (stereo not drawn)	95	103	100	105	.	92	.	97	96
O=C1CSC(c2ccccc2)N1c1nnc(Cn2cnnc2)o1 (stereo not drawn)	91	88	80	103	.	93	102	73	126
CCC/C(=N/NC(N)=O)C(OC)OC	102	105	106	105	123	93	124	93	105
CCCCCC(/C=N/Nc1ccccc1)C(O)(C(F)(F)F)C(F)(F)F (stereo not drawn)	98	99	92	97	115	99	121	88	100
Cc1ccc(S(=O)(=O)N2CCN(C(=O)CSc3nc4ccc(C)cc4[nH]3)CC2)cc1	107	113	116	107	.	106	100	93	129
COc1ccc2c(c1)CC/C(=C\c1cccnc1Br)C2=O	.	102	92	97	101	96	113	93	99
CCOC(=O)C(c1ccccc1)c1ccccc1	94	93	96	96	90	96	121	89	100
CC1(C)CC[C@]2(C(=O)N3CCCNCC3)CC[C@]3(C)C(=CC[C@@H]4[C@@]5(C)Cc6c([nH]c7ccccc67)C(C)(C)[C@@H]5CC[C@]43C)[C@H]2C1	91	96	60	74	36	77	118	74	110
O=C(c1c[nH]c2ccccc12)C1OC12C(=O)Nc1ccccc12 (stereo not drawn)	88	82	81	108	109	93	110	78	171
CCN(CC)S(=O)(=O)c1ccc(S(=O)(=O)N2CCC[C@@H](C(=O)N3CCC(F)(F)CC3)C2)cc1	83	71	52	88	72	82	.	67	71
Cc1ccc(C)n1-c1nnc(N2CCCC(C(=O)NCCc3c[nH]c4ccccc34)C2)s1 (stereo not drawn)	83	89	92	100	92	86	77	63	99
O=C1C(c2c[nH]c3ccccc23)=C(c2coc3ccc(F)cc23)C(=O)N1O	101	96	69	89	96	99	49	60	133
C=CCN1C(=O)/C(=C/C(=O)OC)S/C1=N\NC(=O)c1cc2ccc1/C=C\c1ccc(cc1)/C=C\2	87	88	88	91	95	82	.	75	108
O=C(CS(=O)(=O)c1ccccc1)c1cc2cc(Br)ccc2oc1=O	98	107	86	100	112	94	.	93	104
N#Cc1ncoc1N1CCN(c2cccc(Cl)c2)CC1	109	99	.	94	86	96	93	84	72
CCN(CC)CCn1ncc(Sc2cc([N+](=O)[O-])ccc2N)c(Cl)c1=O	75	78	67	89	86	51	95	73	106
COc1ccc(/C=N/NC(=O)c2cn(C3CC3)c3c(OC)c(N4CC5CCCNC5C4)c(F)cc3c2=O)cc1 (stereo not drawn)	81	89	83	84	.	89	83	62	116
CC(=O)n1nc(-c2ccc(N)cc2)cc1-c1ccccn1	112	102	97	109	117	100	112	103	.
C#CCOc1ccccc1C(Nc1ccccc1F)c1nnnn1C1CCCCC1 (stereo not drawn)	96	96	55	87	116	98	114	78	106
CCOC(=O)C1=C(C)OC(N)=C(C#N)C1c1cc(=O)oc2ccc(Cl)cc12 (stereo not drawn)	104	109	.	103	124	109	123	94	115
CN1C(=O)NNC(=O)c2ccccc21	96	105	92	113	97	95	92	85	107
O=C(/C=C/C12c3ccccc3C(c3ccccc31)C1C(=O)NC(=O)C12)c1ccc(I)cc1 (stereo not drawn)	51	68	60	65	46	35	56	46	67
CN(C)CCCOc1ccc2c(c1)CN(C(=O)c1cc(C(=O)N3Cc4cccc(F)c4C3)ccc1O)C2	99	106	96	108	93	98	97	95	122
COc1cc2nc(SCc3n[nH]c(=S)n3C(=O)c3ccccc3)n(-c3ccc(Cl)cc3)c(=O)c2cc1OC	65	50	72	95	105	44	67	52	99
Cc1ccccc1Cn1cc(CSc2nc3ccccc3s2)nn1	108	107	87	102	104	100	79	84	97
COc1ccc(OC)c(/C=N/N=C/c2cc(OC)ccc2OC)c1	94	110	100	117	106	109	76	71	109
CC(C)(C)CC(C)(C)Nc1c(-c2ccc(-c3ccccc3)cc2)nc2cnccn12	99	100	76	81	94	60	76	69	87
c1ccc2cc(Cn3cc[n+](C[n+]4ccn(Cc5ccc6ccccc6c5)c4)c3)ccc2c1	75	98	95	95	104	91	64	92	93
CC(C)CNCCCC(=O)Nc1ccc(C(=O)OCC(C)C)cc1	94&100	104	90	96&66	101&85	88&84	74&111	80&55	99&111
Cc1nn(CC(O)c2ccccc2)c(N)c1C(=O)N/N=C\c1ccc(OC(F)F)c(OC2CCCC2)c1 (stereo not drawn)	94	91	90	105	107	100	85	76	99
CC1=CC(=O)N(c2cccc3c(N4C(=O)C=C(C)C4=O)cccc23)C1=O	93	1.3*	11	96	-11*	84	124	33	35
Nc1nc(=O)c2ccccc2s1	99	99	101	103	118	111	131	78	114
Nc1ncc(-c2ccc(NS(=O)(=O)c3ccc(Br)cc3)cc2)[nH]1	73	100	79	99	98	101	98	78	90

The list goes on.
Structure	SN12C	ACHN	CAKI-1	786-0	RXF 393	U251	A498	UO-31	TK-10
Cc1ccc(C(NC(=O)c2ccccc2)c2ccc3cccnc3c2O)cc1 (stereo not drawn)	14	8.3*	9.0*	-15*	42	.	25	-3.1*	16
CCCCn1c(=O)c(-c2cc(-c3ccc(Cl)cc3)nc(-c3ccc(Cl)cc3)c2)cc2cc(C)ccc21	92	107	95	102	105	106	103	86	99
O=C(Nc1ccccn1)c1ccccc1	103	103	.	110	109	102	103	96	118
NNCC(O)c1ccccc1 (stereo not drawn)	94	96	.	101	99	98	105	90	101
Nc1ccc(N)c(Cl)c1	89	88	101	98	111	102	120	73	65
CCCCCCCCCc1cc[n+](CC(=O)c2ccc([N+](=O)[O-])cc2)cc1	-2.2*	48	75	32	33	8.5*	.	35	48
COc1ccc2c(C3(c4cn(C)c5cc(OC)ccc45)C(=O)Nc4ccc(Cl)cc43)cn(C)c2c1	84	71	35	76	98	69	80	49	114
O=C1C=CC(=Nc2cc(Cl)c(O)c(Cl)c2)C=C1Cl	116	102	.	95	111	97	113	78	106
NC1CCN(c2c(F)cc3c(=O)c(C(=O)O)cn(C4CC4)c3c2Cl)C1 (stereo not drawn)	92	100	114	115	117	107	95	74	102
O=C(Nc1cccc(Oc2nnc(Cl)c3ccccc23)c1)Nc1ccc(Cl)c(C(F)(F)F)c1	-72*	-8.5*	12	-43*	-62*	-75*	-83*	-28*	-51*
COC1OC(COC(C)=O)C(OC(C)=O)C(OC(C)=O)C1OC(C)=O (stereo not drawn)	101	.	.	99	114	102	89	99	104
O=C(Nc1ccc(F)cc1)c1cc2cc(Nc3nc(-c4ccccc4)nc4ccccc34)ccc2oc1=O	104	105	101	98	115	97	102	83	97

One compound at a time, as listed above:
COc1ccc2c(C3(c4cn(C)c5cc(OC)ccc45)C(=O)Nc4ccc(Cl)cc43)cn(C)c2c1 is listed as SN12C = 84; ACHN = 71; CAKI-1 = 35; 786-0 = 76; RXF 393 = 98; U251 = 69; A498 = 80; UO-31 = 49; TK-10 = 114
Cc1ccc(C(NC(=O)c2ccccc2)c2ccc3cccnc3c2O)cc1 (stereo not drawn) is listed as SN12C = 14; ACHN = 8.3*; CAKI-1 = 9.0*; 786-0 = -15*; RXF 393 = 42; U251 = .; A498 = 25; UO-31 = -3.1*; TK-10 = 16

The results go on:
Structure	SN12C	ACHN	CAKI-1	786-0	RXF 393	U251	A498	UO-31	TK-10
CON(C)C(=O)c1cc(-c2ccccc2)n(-c2ccc(S(C)(=O)=O)cc2)n1	95	98	77	98	98	102	106	83	129
O=C(O)C1CCC1	100	104	99	100	110	102	96	76	100
COc1ccc2nc(NS(=O)(=O)c3ccc(N=Cc4ccccc4O)cc3)sc2c1	109	104	95	100	125	106	109	96	101
CN1C(=O)CS/C1=N\S(=O)(=O)c1ccc(NNc2c3ccccc3cc3ccccc23)cc1	110	97	.	95	109	93	96	68	.
O=C(NNc1nc2cc(F)cc(F)c2n2cccc12)c1cnccn1	25	14	.	14	.	16	11	18	22
CNc1nc(NC)nc(-c2ccccc2)n1	103	113	102	103	110	94	104	88	96
O=C(Cc1cccc2c(=O)cc(-c3ccccc3)oc12)OCCN1CCOCC1	96	106	71	116	107	.	116	90	117
COc1ccc(C(=O)COc2ccc3c(c2)O/C(=C\c2ccccc2)C3=O)cc1	103	103	111	102	.	111	107	96	136
CCN(CC)CCCCCCNc1ccnc2cc(Cl)ccc12	85	111	84	91	.	85	118	86	113
COC(=O)c1nn(C)c(=O)[nH]c1=O	106	106	89	106	130	106	76	89	117
CS(=O)(=O)c1ccc(-c2nc3cc(Cl)ccc3n2CC(=O)O)cc1	90	91	84	98	89	98	97	79	104
NC[C@H]1O[C@@H](n2cnc3c(=O)[nH]c(N)nc32)[C@H](O)[C@@H]1O	99	99	90	102	113	102	91	89	106

Fetched by compound from above:
Structure	SN12C	ACHN	CAKI-1	786-0	RXF 393	U251	A498	UO-31	TK-10
O=C(Nc1cccc(Oc2nnc(Cl)c3ccccc23)c1)Nc1ccc(Cl)c(C(F)(F)F)c1	-72*	-8.5*	12	-43*	-62*	-75*	-83*	-28*	-51*
C#CCOc1ccccc1C(Nc1ccccc1F)c1nnnn1C1CCCCC1 (stereo not drawn)	96	96	55	87	116	98	114	78	106
O=C1C(c2c[nH]c3ccccc23)=C(c2coc3ccc(F)cc23)C(=O)N1O	101	96	69	89	96	99	49	60	133

Other records follow.
Structure	SN12C	ACHN	CAKI-1	786-0	RXF 393	U251	A498	UO-31	TK-10
Nc1ccc(S(=O)(=O)N/N=C/C=C/c2ccccc2)cc1	95	106	92	96	92	95	98	90	105
C/C(=N/NC(=O)c1cc2ccccc2oc1=N)c1ccc([N+](=O)[O-])cc1	106	98	98	85	86	103	73	93	93
COc1ccc(-c2nn(-c3cccc(Cl)c3)cc2-c2c(C#N)c(=O)n3[nH]c(-c4ccccc4)nc3c2C#N)cc1	104	101	63	89	96	.	.	83	123
CC1(C)CC(=O)C(CC(=O)c2ccccc2)=C(NN=C(N)N)C1	98	98	106	107	96	96	95	92	105
CCOC(=O)c1c2c(c(C)n1Cc1ccccc1)-c1nc(N)ncc1CC2	102	92	.	92	120	106	88	80	103
